Source: PubChem BioAssay
Hck Nef HTS: blocks Nef-activated human Hck kinase | AID 463187 | Recombinant Hck-YEEI plus Nef, Z-Lyte FRET kinase assay | inhibition, % at 20 µM | hit rate 0.68% among 220,000 | P08631;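 active means Hck-Nef kinase inhibition above about 50%, limit read from the data; inactive means inhibition below that limit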;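 further: 0% = DMSO with Hck plus Nef and 100% = Hck alone without Nef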
14-3-3 Bad PPI: disrupts binding of bovine 14-3-3 zeta to phospho-Bad peptide. TR-FRET 14-3-3zeta/Dy647-pBad peptide displacement, 1 h. inhibition, % at 21.7 µM. AID 781. hit rate 0.71% among 220,000. P63103;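 active means inhibition above about 70%, limit read from the data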;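 further: 0% = full 14-3-3 plus peptide FRET controls and 100% = background without 14-3-3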
EP2 antag: inhibitors of human EP2 prostaglandin E2 receptor | P43116 | C6 glioma cells expressing human EP2, cAMP TR-FRET; cells stimulated with saturating PGE2 | inhibition, % at 25 µM | hit rate 0.52% among 260,000;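 active means percent inhibition above 40 after rounding to a whole number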;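 further: rat C6 glioma host cells with rolipram phosphodiesterase inhibitor present; the protocol text gives 20 µM as final concentration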
EP2 mod: modulators of human EP2 prostaglandin E2 receptor. P43116. EP2-expressing cells, cAMP HTRF FRET, PGE2 co-stimulation. induction, % at 25 µM. hit rate 0.83% among 260,000;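 active means compounds whose cAMP rise, as percent of the full-agonist control response, exceeds 60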;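 further: rat C6 glioma line stably carrying human EP2 under a CMV promoter; the protocol text gives 20 µM as final concentration; 100% = response of wells given 1 µM PGE2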
Tb hexokinase: T. brucei hexokinase 1 inhibition | recombinant TbHK1, G6PDH-coupled NADH A340 | inhibition, % at 10 µM | hit rate 0.11% among 220,000 | AID 1430;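 active means inhibition of 50% or more in the single-dose primary screen; inactive means inhibition below 50%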
m-calpain inh: inhibitors of pig calpain II. purified calpain II, fluorogenic peptide substrate, 30 min. inhibition, % at 16 µM. hit rate 0.37% among 220,000;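 active means inhibition above about 50%, limit read from the data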
Rad51 HR inh: Rad51 (human) homologous recombination inhibition; Q06609; hRad51 DNA strand exchange, fluorescence dequenching; inhibition, % at 10 µM; hit rate 0.085% among 200,000; AID 1385;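 active means inhibition above 40% at the single screening dose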;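 further: 0% = DMSO control wells and 100% = blanks with heterologous ssDNA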
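Read-out basis: percent inhibition relative to plate controls and blanks / Assay system: human Rad51 nucleoprotein filaments preassembled on unlabelled ssDNA / Timing: filaments 15 min 37 °C, then compound 30 min / Control set: per-plate controls and blanks / Technique: fluorescence dequenching at 485/520 nm / Compound: 10 µM final, single point / Also added: Fluorescein- and BHQ1-tagged 47-mer duplex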
eIF4E-4G inh: eIF4E/eIF4G interaction inhibition in translation initiation; P63073+Q04637; TR-FRET eIF4E-eIF4GI(517-606) binding, 2 h; inhibition, % at 21.7 µM; hit rate 0.37% among 220,000; AID 782;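 active means inhibition above about 30%, limit read from the data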;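 further: 0% = full FRET control wells and 100% = background wells lacking eIF4GI fragment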
Target sequence (P63073 whole entry, looked up, the tested form may be a part): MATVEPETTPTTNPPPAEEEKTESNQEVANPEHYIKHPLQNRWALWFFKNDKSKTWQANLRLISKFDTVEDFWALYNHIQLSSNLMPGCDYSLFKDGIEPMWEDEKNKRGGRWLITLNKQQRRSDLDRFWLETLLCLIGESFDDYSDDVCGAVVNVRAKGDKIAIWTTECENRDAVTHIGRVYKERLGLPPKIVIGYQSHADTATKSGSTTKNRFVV
Target sequence (Q04637 whole entry, looked up, the tested form may be a part): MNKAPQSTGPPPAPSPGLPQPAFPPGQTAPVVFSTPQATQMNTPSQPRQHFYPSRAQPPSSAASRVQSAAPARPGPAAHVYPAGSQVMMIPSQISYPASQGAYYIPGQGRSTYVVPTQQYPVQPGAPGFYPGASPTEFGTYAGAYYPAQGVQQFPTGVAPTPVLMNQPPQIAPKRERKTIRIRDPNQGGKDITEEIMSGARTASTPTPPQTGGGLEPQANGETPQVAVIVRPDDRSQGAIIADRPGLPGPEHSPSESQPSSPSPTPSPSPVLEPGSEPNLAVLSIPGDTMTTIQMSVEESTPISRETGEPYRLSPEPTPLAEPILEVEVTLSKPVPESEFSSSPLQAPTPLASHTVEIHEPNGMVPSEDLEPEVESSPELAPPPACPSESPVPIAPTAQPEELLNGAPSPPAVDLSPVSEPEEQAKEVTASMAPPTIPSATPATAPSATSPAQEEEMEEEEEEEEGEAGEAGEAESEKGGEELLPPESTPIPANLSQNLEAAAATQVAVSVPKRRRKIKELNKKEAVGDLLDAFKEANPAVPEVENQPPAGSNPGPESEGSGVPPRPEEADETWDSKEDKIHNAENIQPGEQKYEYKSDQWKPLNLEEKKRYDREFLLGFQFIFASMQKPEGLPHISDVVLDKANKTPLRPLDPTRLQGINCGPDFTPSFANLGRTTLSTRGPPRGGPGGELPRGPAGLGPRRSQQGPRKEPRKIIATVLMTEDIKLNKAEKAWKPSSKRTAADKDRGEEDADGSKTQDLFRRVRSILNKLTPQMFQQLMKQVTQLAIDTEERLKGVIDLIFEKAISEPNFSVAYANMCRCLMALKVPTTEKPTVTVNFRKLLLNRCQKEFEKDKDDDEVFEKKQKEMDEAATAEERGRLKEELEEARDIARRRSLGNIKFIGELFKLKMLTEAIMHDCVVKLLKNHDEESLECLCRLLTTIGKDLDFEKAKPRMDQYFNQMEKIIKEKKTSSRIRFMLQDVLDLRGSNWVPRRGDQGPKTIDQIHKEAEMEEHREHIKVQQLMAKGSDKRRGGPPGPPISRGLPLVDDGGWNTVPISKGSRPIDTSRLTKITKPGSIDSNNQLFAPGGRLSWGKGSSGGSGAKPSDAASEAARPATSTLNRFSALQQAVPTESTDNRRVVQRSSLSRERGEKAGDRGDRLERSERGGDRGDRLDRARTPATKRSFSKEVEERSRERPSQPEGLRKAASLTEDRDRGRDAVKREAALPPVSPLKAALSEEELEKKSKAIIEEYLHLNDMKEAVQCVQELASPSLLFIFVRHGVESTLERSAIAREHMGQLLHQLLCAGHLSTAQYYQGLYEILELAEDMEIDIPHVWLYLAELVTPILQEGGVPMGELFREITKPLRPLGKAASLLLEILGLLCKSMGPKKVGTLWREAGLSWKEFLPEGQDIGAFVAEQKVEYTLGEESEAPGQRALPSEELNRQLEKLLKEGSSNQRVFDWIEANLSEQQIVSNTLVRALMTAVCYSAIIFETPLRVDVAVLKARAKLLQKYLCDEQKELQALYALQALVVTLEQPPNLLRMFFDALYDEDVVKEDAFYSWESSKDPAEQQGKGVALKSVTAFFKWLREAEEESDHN
L929 necroptosis: blocks zVAD induced death of L929 cells | viability rescue, % at 10 µM | AID 1377 | hit rate 0.38% among 220,000 | L929 zVAD necroptosis rescue, ATP luminescence, 24 h; with zVAD 60 µM;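 active means activation, scaled between plate controls, above about 75%, limit read from the data; inactive means activation under that limit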;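 further: 0% = zVAD with DMSO and 100% = DMSO alone without zVAD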
The depositor's hits bear a star; . = no result given; & = joins results of further samples; [ ] = another dose, or the depositor's remark. The list is partial. The share of hits here may be higher or lower than overall.

SMILES	Hck Nef HTS	14-3-3 Bad PPI	EP2 antag	EP2 mod	Tb hexokinase	m-calpain inh	Rad51 HR inh	eIF4E-4G inh	L929 necroptosis
CCOC(=O)N1CCN(Cc2ccccc2Cl)CC1	0	75*	11	13	-4	-37	7	-1	-0.1
COc1ccccc1/C=C/C(=O)Oc1cccc2cccnc12	-101	4	5	18	-6	-30	-114	1	-1.0
CCN(c1ccccc1)S(=O)(=O)c1ccc(Cl)c(C(=O)O)c1	2	-14	3	23	2	-6	14	5	2.2
C1=CCC(CN2CCN(C3CCCCCC3)CC2)CC1 (stereo not given)	26	35	5	-5	-5	-25	1	3	-1.4
CCC(=O)Nc1cccc(-c2nnc(-c3cccc(NC(=O)CC)c3)o2)c1	3	-2[fluorescence artefact?]	19	-25	0	-15	6	0[fluorescence artefact?]	0.8
CCOc1ccc(-n2c(C)c(C(=O)OC)c3cc(O)ccc32)cc1	18	0	9	-15	-9	-8	-6	3	1.9
COc1cccc(N2C(=O)C3CCCN3C2c2ccc(Cl)cc2)c1 (stereo not given)	9	6	6	-1	3	14	-4	-2	1.0
COc1ccc(-n2nnnc2-c2cn(C)nc2C(F)(F)F)cc1	0	5[fluorescence artefact?]	10	-6	3	-3	-13	0	-0.6
CCCCN(Cc1ccco1)C(=O)c1cc2c(=O)[nH]c3ccc(C)cc3c2s1	7	1	10	4	-38	-52	0	3	1.3
Cn1c2c(c(O)c(-c3ccccc3)c1=O)C(=O)CC(C)(C)C2	5	-26	4	1	6	-18	3	4	0.4
CCOC(=O)c1c(N)n[nH]c1-c1ccc(OC)cc1	1	5	9	12	-1	5	5	-4	0.6
CCc1cc(CC)c(/C=N/NC(N)=O)c(CC)c1/C=N/NC(N)=O	25	-16	8	17	-13	-30	10	5	4.2
CC1=C(C(=O)N(C)C)C(c2cccc(Cl)c2)NC(=O)N1 (stereo not given)	-4	10	22	-2	-1	-24	-9	-2	0.4
COc1ccc(N2C(=O)CSC2c2cccc(OC)c2OC)cc1 (stereo not given)	0	11[fluorescence artefact?]	5	10	0	26	5	-3	0.0
COC(=O)C1=CN(C)C=C(C(=O)OC)C1c1ccc(Cl)cc1Cl	9	-8	8	45	2	-224	-3	-11[fluorescence artefact?]	-0.3
COc1ccc(C2C(C(=O)NCCN(C)C)c3cc(OC)c(OC)cc3C(=O)N2C)cc1OC (stereo not given)	-5	-2[fluorescence artefact?]	7	-8	1	4	10	-12[fluorescence artefact?]	1.1
COc1cc(NC(=O)CSc2cc(C)c3cc(C)cc(C)c3n2)c(C(=O)O)cc1OC	27	1	13	40	-7	-9	34	5	-0.1
CCOC(=O)CSc1nnc(CSc2nc3ccccc3s2)n1C	1	9	6	6	3	-13	-6	8	0.4
c1ccc(-n2c(Sc3cnccn3)nnc2-c2cccs2)cc1	0	-1[fluorescence artefact?]	12	-9	-6	-20	-3	1	0.8
CC(=O)NNC(=S)NCCc1ccccc1	15	-10	1	2	4	-2	-11	-5	1.6
Cc1ccc(/C=N\Nc2cn[nH]c(=O)c2Cl)cc1	2	-2[fluorescence artefact?]	8	5	-67	-9	0	-2[fluorescence artefact?]	-0.5
CCN1CCN(c2ccc([N+](=O)[O-])cc2S(=O)(=O)N2CCOCC2)CC1	-1	-8	7	-6	-13	-4	-3	1	0.2
CCOC(=O)Nc1ccc(Cc2ccncc2)cc1	22	-1	6	-24	1	3	-15	1	0.9
O=C1CSc2ccc(C(=O)N3CCN(c4ccccn4)CC3)cc2N1	0	2	6	8	-5	-3	-8	2	1.8
CC(/C=C/c1ccco1)=N/NC(=O)C1COc2ccccc2O1 (stereo not given)	22	6	6	-17	-66	-4	.	-3	0.5
(next part)
SMILES	Hck Nef HTS	14-3-3 Bad PPI	EP2 antag	EP2 mod	Tb hexokinase	m-calpain inh	Rad51 HR inh	eIF4E-4G inh	L929 necroptosis
CCCN1C2CCCC1CC(NC(=S)Nc1cccc(C)c1C)C2 (stereo not given)	8	-9	15&12	-46&3	2	27	25	-5	-0.7
O=C(NC1CCCC1)C1CCC(=O)N1CCc1ccccc1 (stereo not given)	-15	-8	-1	1	1	14	4	-6	-0.6
Cn1cc([N+](=O)[O-])c(C(=O)Nc2ccc(C3CCCCC3)cc2)n1	14	-4	9	17	-1	-6	16	-2	-2.1
N#C/C(=C(/O)COC(=O)COc1cccc(Br)c1)c1nc2ccccc2[nH]1	30	-10	11	-25	-25	-33	-20	-6	17
O=C(NNC(=O)c1cccnc1SCc1cccc([N+](=O)[O-])c1)c1ccc(F)cc1	0	-5[fluorescence artefact?]	5	9	1	5	.	6	0.1
C#CCOCCOCCOCCNc1nc(N2CCN(C(=O)[C@H]([C@@H](C)CC)n3cc([C@@H](N)CC(C)C)nn3)CC2)nc(N2CCN(C(=O)[C@H](CCCCN)n3cc([C@@H](N)CO)nn3)CC2)n1	9	27	.	10	9	-11	.	3	0.3
Cc1c(Cl)c([N+](=O)[O-])nn1CCCC(=O)Nc1cccc(Cl)c1	3	-6	10	-40	-4	5	3	10	1.1
Cc1cnc(-c2nnc(N(C)C(=O)c3cccnc3)s2)cn1	6	10	8	32	-28	-42	-6	-1	0.2
Cc1cc(/C=N/NC(=O)C(=O)NCc2ccccn2)c(C)n1-c1cccc(Br)c1	23	-18	3	-18	-18	47	17	0	-1.3
Cc1ccccc1N=Cc1cc2c(cc1[N+](=O)[O-])OCO2	11	-4[fluorescence artefact?]	2	9	-4	21	-13	8[fluorescence artefact?]	0.3
COc1ccc(NC(=O)CSc2nc3c(c(=O)n2-c2ccc(F)cc2)SCC3)cc1	19	5	9	6	-17	-76	5	1	0.0
CC(C)(C)c1ccc(C(=O)N2CCN(c3nc4ccccc4o3)CC2)cc1	14	-7	8	1	-4	-36	7	0	0.0
COc1ccc(NC(=O)Cn2c(=O)n(Cc3ccco3)c(=O)c3ccccc32)cc1	-23	9[fluorescence artefact?]	9	12	27	-6	-3	4	0.1
COc1cc(NC(=O)Cn2nc(C(F)(F)F)c3c2CCCC3)cc(OC)c1OC	-16	0	1	-36	36	-28	5	3	-0.3
O=C(CCSCc1ccccc1Cl)NCc1cccs1	-24	-6	9	-4	-2	-12	1	-4	0.3
C=CCn1c(=O)c2ccccc2n2c(SCC(=O)Nc3sc(C(=O)N(CC)CC)c(C)c3C(=O)OCC)nnc12	3	-12	6	28	-11	14	4	4	-0.3
CCOc1ccc(=O)n(-c2ccccc2)n1	1	0[fluorescence artefact?]	16	35	-1	-18	10	-2	-0.1
Cc1ccc(C2=NC3(CCCC3)N=C2SCC(=O)Nc2ccc3c(c2)OCCO3)cc1	-6	-2[fluorescence artefact?]	.	16	0	9	.	1	-1.4
Fc1cccc(NC(=S)NCc2ccc(Cl)cc2)c1	-3	-8	8	-42	33	30	9	0	1.1
Cc1cc2nnc(SCC(=O)N3C(C)CCCC3C)n2c(N)n1 (stereo not given)	1	6	3	28	-4	-11	-6	-3	0.8
CN(C)S(=O)(=O)c1ccc(C(=O)N(c2ccccn2)c2ccccn2)cc1	-2	0	1	28	-5	3	-2	1	-1.2
O=C(NCCc1ccccc1)C(=O)NCC1OCCN1S(=O)(=O)c1ccccc1 (stereo not given)	27	2	6	38	-8	-22	.	-7	-0.3
CCCn1nc(Oc2nc(NCC)nc(NC(C)C)n2)ccc1=O	-1	13	13	12	-9	-51	2	-4	0.1
CN1CCN(S(=O)(=O)c2ccc(N3CCN(C(=O)c4ccccc4)CC3)nc2)CC1	22	-3	4	-1	-14	4	2	0	-0.2
O=C(NNS(=O)(=O)c1ccc(Br)cc1)c1csnn1	17	-8	2	5	-1	9	-7	1	0.7

Quoted from the listing:
C#CCOCCOCCOCCNc1nc(N2CCN(C(=O)[C@H]([C@@H](C)CC)n3cc([C@@H](N)CC(C)C)nn3)CC2)nc(N2CCN(C(=O)[C@H](CCCCN)n3cc([C@@H](N)CO)nn3)CC2)n1 @ 14-3-3 Bad PPI: 27
O=C(NNS(=O)(=O)c1ccc(Br)cc1)c1csnn1 @ Hck Nef HTS: 17
Cc1cc(/C=N/NC(=O)C(=O)NCc2ccccn2)c(C)n1-c1cccc(Br)c1 @ Hck Nef HTS: 23

New compounds follow
SMILES	Hck Nef HTS	14-3-3 Bad PPI	EP2 antag	EP2 mod	Tb hexokinase	m-calpain inh	Rad51 HR inh	eIF4E-4G inh	L929 necroptosis
COc1cccc(C(=O)Nc2nnc(-c3ccc(F)cc3)o2)c1	28	-8	10	8	5	-17	8	95*	-0.6
CCOc1ccc(NC(=S)NN2CCN(C)CC2)cc1	5	-3[fluorescence artefact?]	3	9	3	1	7	6	0.3
O=C(COc1ccc(Cl)cc1)OCC(=O)N1CCCC1	-6	-2	2	8	7	4	2	-12[fluorescence artefact?]	0.7
Cc1ccc(C(=O)N2CCn3c(C)ccc3C2C)cc1 (stereo not given)	33	-23	8	32	-7	-104	-6	4	3.6
CCO[C@@H]1OC(C(=O)N2CCN(C)CC2)=C[C@H](C(C)(C)C)[C@H]1CCCO	-1	3	16	33	-7	-1	-3	3	0.3
O=C(NNS(=O)(=O)c1ccccc1[N+](=O)[O-])c1cccc([N+](=O)[O-])c1	3	3	10	14	1	-5	-6	2	-0.3
COc1ccc(C(=O)Oc2c(CN3CCOCC3)cc(Cl)c3cccnc23)cc1	-1	0	5	10	-3	-20	0	9	-0.1
CC(=O)c1ccc(Cc2ccccc2)cc1	-3	-12	3	23	-1	-22	14	-1	0.2
CCOC(=O)CC1C(=O)NCCN1S(=O)(=O)c1ccc(F)cc1 (stereo not given)	-6	-4	4	25	6	5	15	0	-0.5
CCc1nc(N2CCN(C(=O)c3ccco3)CC2)c2c3c(sc2n1)CCCC3	1	21	14	49	-7	-40	-2	13	0.0
Cc1ccc(O)c(-c2cc(C(F)(F)C(F)F)[nH]n2)c1	8	-7	12	-52	17	-20	-4	-1	9.3
Cc1ccc(S(=O)(=O)N2CCOCC2)cc1C(=O)N1CCN(S(=O)(=O)c2cccs2)CC1	17	1	5	14	-9	-10	5	-12	-0.4
COc1ccc(S(=O)(=O)N(C)CC(=O)Nc2ccc3c(c2)OCCO3)cc1OC	6	2	-1	-6	-1	-30	1	-8	0.7
Cc1cccc2nc(C(F)(F)F)nc(=O)n12	0	15[fluorescence artefact?]	16	34	-5	-23	-3	9	0.6
COC(=O)C1(Cc2ccccc2)NC(c2ccc(F)cc2)C2C(=O)N(C)C(=O)C21 (stereo not given)	-12	1[fluorescence artefact?]	9	-11	3	-13	-6	2	.
CCCCN(CCCC)S(=O)(=O)c1ccc(C(=O)Nc2nnc(CSC)o2)cc1	-1	-8	13	39	28	-63	-3	-4	-0.2
Cc1ccc(-n2ncc3c(=O)[nH]c(SC(C)C)nc32)cc1	21	0	6	38	-11	0	5	0	1.2
COc1ccc(CC(=O)NNC(=O)c2c(-c3ccccc3Cl)noc2C)cc1OC	6	-7	10	27	-6	0	.	2	1.1
Cc1ccc(NC(=O)COC(=O)/C=C/c2ccco2)cc1S(=O)(=O)N(C)C	0	-2	13	11	-2	2	-2	11[fluorescence artefact?]	0.2
COc1ccc2nc(NC(=O)CSc3nc4cccnc4n3C)sc2c1	0	12	10	-1	-5	7	-4	-7	0.3
CCOC(=O)NC(C(F)(F)F)(C(F)(F)F)P(=O)(c1ccccc1)c1ccccc1	3	29	9	1	3	47	6	3	0.2
COc1ccc(C2=CC(=O)C=CC2=O)cc1	70*	37	21	-6	29	-32	-5	41*	-0.7
CN1CCc2c(sc3c2c(=O)n(-c2ccc(Cl)cc2)c2nncn32)C1	0	-4	9	2	-10	-18	2	0	-0.7
